High-throughput results as filed in PubChem BioAssay.
NR2E3 ag-1 = NR2E3 agonists in two-hybrid cells, primary screen, cell-based, luminescence, CHO-S, Gal4-NCOR/VP16-NR2E3 | Photoreceptor-specific nuclear receptor (Homo sapiens), Q9Y5X4 | luciferase | inhibition of corepressor binding, % at 3.98 µM | 360,000 compounds, 0.35% hits | AID 602229, 2012;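 active = inhibition above the mean of all tested compounds plus 3 SD, cut at about 70% in these data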;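 also: 0% = DMSO with NR2E3 transfected cells and 100% = cells lacking NR2E3 construct; higher means lower luciferase signal from less NR2E3 corepressor binding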
Target sequence (Q9Y5X4 whole entry, looked up, the tested form may be a part): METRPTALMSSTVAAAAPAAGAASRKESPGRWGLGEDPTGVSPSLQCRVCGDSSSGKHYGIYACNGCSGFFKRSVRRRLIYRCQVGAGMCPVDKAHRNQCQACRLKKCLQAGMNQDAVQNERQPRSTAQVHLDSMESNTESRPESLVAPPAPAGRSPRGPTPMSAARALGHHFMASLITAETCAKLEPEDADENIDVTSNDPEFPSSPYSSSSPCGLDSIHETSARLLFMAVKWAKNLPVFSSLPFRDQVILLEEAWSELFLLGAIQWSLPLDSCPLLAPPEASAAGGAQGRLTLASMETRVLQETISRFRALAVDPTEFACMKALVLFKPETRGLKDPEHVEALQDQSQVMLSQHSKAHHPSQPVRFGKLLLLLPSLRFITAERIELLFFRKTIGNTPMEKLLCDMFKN
TWEAK Fn14 block = inhibitors of TWEAK-Fn14 signaling, primary screen, luciferase reporter cells, uHTS | TWEAK-stimulated Fn14 reporter cells, luciferase luminescence, 8 h | inhibition, % at 10 µM | 360,000 compounds, 2% hits | AID 1159606, 2016; in the data active = inhibition above about 50%
MITF TRPM1 inh = inhibitors of MITF-dependent TRPM1 promoter reporter, primary screen, cell-based, SK-MEL-5, single point, luciferase. 330,000 compounds, 0.83% hits. SK-MEL-5 TRPM1 promoter luciferase, 24 h. inhibition, % at 12.5 µM;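 active = mean inhibition across replicates of 60% or more, whatever share of single replicates reaches that level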; also: values of inactives mirror those of a sister screen read the other way
NR2E3 ag-2 = inhibitors of NR2E3-RetCOR corepressor binding, primary screen, NR2E3 agonist project, biochemical, TR-FRET, GST-NR2E3, biotin-RetCOR; Photoreceptor-specific nuclear receptor (Homo sapiens), Q9Y5X4; 1536-well; inhibition of corepressor binding, % at 4.78 µM; 320,000 compounds, 0.12% hits; AID 2300, 2010;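 active = percent inhibition above the cutoff of mean plus 3 SD of all tested compounds, set per screening campaign, cut at about 20% in these data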;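 also: 0% = DMSO wells and 100% = biotin wells as full block of FRET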
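System: GST-NR2E3 and biotin-RetCOR proteins; probe or stimulus: 7 nM biotin-RetCOR; doses: compound at 4.8 µM, single dose; schedule: Compound–protein incubation for 5 h at 4 °C; detection: time-resolved FRET; read-out: percent inhibition; controls: biotin wells as high control, 0.6% DMSO wells as low control; format: 1536-well plates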
KKLEB tox = cytotoxicity in KKLEB CF airway cells, primary screen, cytotoxicity control for CF NF-kB inhibitor project, cell-based, uHTS, fluorescence assay plates; KKLEB CF airway cells viability, ATPlite luminescence, overnight; hits give low values; cells stimulated with P. aeruginosa culture filtrate; activity change (cytotoxicity), % at 5 µM; 360,000 compounds, 0.36% hits;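 active = corrected activity change at or below -50% at 5 µM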
aDG glyco up = activators of alpha-DG glycosylation, primary screen, uHTS, Pro5-aDG cells, AlphaScreen. 360,000 compounds, 0.22% hits. activation, % at 10 µM. alpha-DG glycosylation AlphaScreen (IIH6); 0% Pro5, 100% B10-LARGE cell signal;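 active = activation of at least 8% versus controls, or a plate z-score of at least 8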;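 also: Pro5 are CHO cells carrying HIG-tagged alpha-DG that lacks glycosylation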
iPSC survival up = enhancers of single-cell hiPSC survival, primary screen, ATPlite luminescence. 100% = ROCK inhibitor wells, 0% = DMSO. survival enhancement, % at 20 µM. 360,000 compounds, 0.044% hits. AID 602274, 2012; in the data active = survival enhancement above about 18%;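 also: cells exposed to compounds for 16 hours before the ATP read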
HIF-2a inh = HIF-2a reporter inhibitors, primary screen, luminescence, 786-0 RCC cells; 786-0 RCC cells HIF-2a reporter, luciferase luminescence, overnight; inhibition, % at 18.8 µM; 360,000 compounds, 0.72% hits; AID 624352, 2012;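 active = inhibition of the luminescence signal of 40% or more relative to plate controls, in a single-dose primary screen at 18.75 µM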
Shn3 3UTR inh = reduction of Shn3 3'UTR firefly luciferase signal, primary screen, Schnurri-3 inhibitor project, cell-based, Clone20 osteoblasts, set 2 | Clone20 osteoblast Shn3 3'UTR firefly luciferase, 24 h | inhibition, % at 12.5 µM | 360,000 compounds, 0.52% hits | AID 588674, 2011;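 active = mean inhibition of at least 75% with every replicate also reaching 75%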;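 also: 0% = median of neutral control wells and 100% = pilot-screen positive control compound; some compounds past the cut are filed as inactive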
CF NFkB inh = inhibitors of PAF-induced NF-kB signaling, primary screen, cell-based, GFP fluorescence, uHTS; 360,000 compounds, 0.86% hits; AID 588850, 2011; KKLEB NF-kB-GFP reporter, GFP fluorescence overnight; inhibition, % at 5 µM;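 active = at least 50% inhibition at 5 µM, scaled per plate between neutral and stimulator controls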;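 also: PAF is a Pseudomonas aeruginosa culture filtrate used as stimulus; plate controls were PAF-stimulated DMSO wells for no effect and unstimulated DMSO wells for full effect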
Peg3 promoter = Peg3 promoter-driven luciferase inhibitors, primary screen, cell-based, HeLa, luciferase luminescence | 360,000 compounds, 1.7% hits | inhibition, % at 20 µM | AID 588405, 2011 | HeLa PEG-Prom luciferase reporter, overnight;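 active = inhibition of at least 50% at 20 µM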
An asterisk follows results filed as active; / = not tested or not shown.

SMILES	NR2E3 ag-1	TWEAK Fn14 block	MITF TRPM1 inh	NR2E3 ag-2	KKLEB tox	aDG glyco up	iPSC survival up	HIF-2a inh	Shn3 3UTR inh	CF NFkB inh	Peg3 promoter
COc1ccc(C2=Nn3c(nnc3-c3ccccc3OC)SC2)cc1OC1CCOC1 (stereo not drawn)	13.3	6.4	63.2*	/	-2.9	-0.5	-1.4	35.7	11.9	58.3*	6.0
COc1cccc(NC(=O)COC(=O)CC2CC3CCC2C3)c1 (stereo not drawn)	33.4	-4.0	/	/	15.0	0.1	0.4	1.1	12.2	-15.9	-6.7
O=C(COC(=O)c1cnccn1)Nc1ccc2c(c1)OCO2	8.6	-14.6	12.8	0.5	-0.5	-0.3	1.2	9.0	-8.3	-10.2	-8.7
CC(=O)N(C)C[C@H]1Oc2cc(Br)ccc2S(=O)(=O)N([C@H](C)CO)C[C@@H]1C	-4.2	8.2	/	/	3.1	-0.1	1.8	4.1	-11.5	-5.9	-1.3
CCCc1nnc(NC(=O)C(=O)NCCN(CC)CC)s1	-6.6	18.7	-3.3	/	2.4	-0.1	-0.1	7.7	-7.7	6.4	6.0
O=C(Nc1cccnc1)C1CCCN1S(=O)(=O)c1ccc(Cl)c(Cl)c1 (stereo not drawn)	-3.1	0.4	3.7	-0.2	16.4	0.0	-0.3	10.5	-17.3	6.1	10.3
COc1cc(Cn2c(-c3ccc(O)c(OC)c3)nc3ccccc32)ccc1O	22.5	-4.3	1.0	-3.1	-7.5	1.1	-0.2	8.9	5.4	-9.7	5.0
CCCN1C(=O)c2ccc(C(=O)Nc3ccccc3C(=O)O)cc2C1=O	-98.1	12.4	5.7	1.1	5.6	-0.2	0.5	-52.3	-25.6	-4.3	1.3
COc1ccc(OCCN2CCCC2)cc1Nc1nnc(Cl)c(Nc2ccccc2S(C)(=O)=O)n1	37.7	-8.1	/	/	-9.3	-0.5	-3.9	11.4	6.9	-36.8	4.8
COc1ccc(C)cc1N(CC(=O)Nc1ccc(S(=O)(=O)N2CCCC2)cc1)S(C)(=O)=O	14.8	-0.9	-2.3	/	-3.0	1.7	0.1	26.0	24.5	12.2	8.7

Of the compounds above, these contain a Cl atom.
SMILES	NR2E3 ag-1	TWEAK Fn14 block	MITF TRPM1 inh	NR2E3 ag-2	KKLEB tox	aDG glyco up	iPSC survival up	HIF-2a inh	Shn3 3UTR inh	CF NFkB inh	Peg3 promoter
O=C(Nc1cccnc1)C1CCCN1S(=O)(=O)c1ccc(Cl)c(Cl)c1 (stereo not drawn)	-3.1	0.4	3.7	-0.2	16.4	0.0	-0.3	10.5	-17.3	6.1	10.3
COc1ccc(OCCN2CCCC2)cc1Nc1nnc(Cl)c(Nc2ccccc2S(C)(=O)=O)n1	37.7	-8.1	/	/	-9.3	-0.5	-3.9	11.4	6.9	-36.8	4.8

(next part)
SMILES	NR2E3 ag-1	TWEAK Fn14 block	MITF TRPM1 inh	NR2E3 ag-2	KKLEB tox	aDG glyco up	iPSC survival up	HIF-2a inh	Shn3 3UTR inh	CF NFkB inh	Peg3 promoter
CCc1nnc(NC(=O)CSc2ncc(-c3ccccc3)[nH]2)s1	-8.0	-9.8	-15.3	2.6	-2.0	-0.2	2.5	-27.4	-15.0	14.7	-9.6
CN1CCN(c2ccccc2NC(=O)c2cc3ccccc3o2)CC1	7.4	-19.5	7.1	-2.7	-12.3	0.0	2.0	-129.7	-40.6	-34.9	-13.1
CSc1nc2ccc(NC(=O)CS(=O)(=O)c3ccccc3)cc2s1	-16.3	-7.9	/	/	-5.2	0.1	5.0	-219.7	-53.3	-17.0	-186.6
NC(=O)CC1(c2ccccc2)CCCCC1	-29.8	-10.5	/	/	8.2	-0.1	-1.1	9.8	-30.9	-6.6	-1.3
Cc1ccc(C(=O)NCCCNC(=O)COc2ccc(Cl)cc2)cn1	-15.4	-2.3	5.9	-1.9	5.2	0.0	0.3	8.9	3.6	-28.7	4.6
CC1CCCCC1NC(=O)c1c(O)nc2ccccn2c1=O (stereo not drawn)	-4.3	0.3	2.0	-2.7	3.8	-0.1	1.2	9.4	8.1	10.3	13.7
O=c1cnn(Cc2ccc(Cl)c(Cl)c2)c2ccccc12	3.9	-5.9	-3.6	-0.4	7.9	0.3	-0.3	9.4	24.6	11.3	-7.9
COc1ccc2nc(SCC(=O)Nc3cc(OC)c(OC)cc3C(=O)O)c(C)cc2c1	1.6	7.8	1.4	0.9	4.5	0.1	0.2	2.1	-10.2	-20.5	-17.5
CC(C)=CC(O)C/C(C)=C/COc1ccc2ccc(=O)oc2c1 (stereo not drawn)	-36.6	83.5*	56.3	1.4	7.0	0.1	-0.8	-2.5	17.4	13.8	93.6*
COc1cccc(OC)c1C(=O)Nc1ccc2c(c1)N(S(=O)(=O)c1cccs1)CCC2	6.3	-16.8	6.3	-1.5	-8.0	0.7	0.6	17.4	16.4	24.6	11.7
COc1ccc(/C=N/NC(=O)CCc2n[nH]c(=O)[nH]c2=O)cc1OC	-18.2	10.3	-7.5	-3.2	1.4	-0.2	-0.4	12.7	7.9	7.4	6.4
Cc1ccc(S(=O)(=O)Nc2ccccc2N2CCCCC2)cc1	18.6	2.9	3.9	/	-7.4	0.5	5.8	0.4	21.9	14.6	40.6
COc1cc(OC)c(C(=O)Oc2ccc3c(c2)OCO3)cc1OC	-7.1	-15.0	12.6	2.4	3.8	0.0	4.0	-14.2	6.9	-4.6	-4.7
CCOC(=O)C(Oc1ccc2c(-c3ccccc3)cc(=O)oc2c1)c1ccccc1 (stereo not drawn)	-17.4	-25.6	-8.3	-2.1	11.7	-0.3	-0.3	24.9	8.8	12.0	11.5
CC(Sc1nnc(-c2cccnc2)o1)C(=O)NC1CCCC1 (stereo not drawn)	-22.4	-3.8	-0.8	0.1	4.5	-0.2	-1.1	11.8	6.0	19.6	2.0
COc1ccc(CCn2c(=S)[nH]c3cc(C(=O)NCc4ccco4)ccc3c2=O)cc1OC	-16.1	52.2*	90.5*	-1.9	-10.1	0.1	1.7	17.5	65.0	12.2	51.1*
CCC(C(=O)NCc1ccccn1)n1c2ccccc2c2nc(=O)cc(C)n21 (stereo not drawn)	-14.4	14.2	6.5	0.8	-42.7	0.0	0.4	7.8	-15.1	-4.6	27.3
O=C(CCCNC(=O)/C(=C/c1ccccc1F)NC(=O)c1ccccc1)OCc1ccccc1	-16.3	14.8	0.9	-6.0	18.4	0.4	1.3	11.3	-3.6	-6.2	2.5
COc1ccc(NC(=S)N2CCN(C/C=C/c3ccccc3)CC2)cc1OC	8.5	4.5	22.6	-1.8	0.9	0.2	4.9	7.8	10.1	-10.8	19.7
NS(=O)(=O)c1ccc(CCNC(=O)c2ccc([N+](=O)[O-])s2)cc1	7.6	2.8	56.1	2.8	0.6	0.7	0.2	-5.2	1.2	6.4	-4.0
O=C1/C(=C/c2cccnc2)Cc2ccc(Cl)cc21	-1.7	-8.0	-18.0	-1.2	-1.2	0.5	3.5	-36.0	-4.6	-24.3	-54.2
COc1ccc(C(=O)O)cc1S(=O)(=O)N(C)C	-27.2	-6.9	1.0	-1.7	4.5	-0.3	-1.0	4.8	-15.3	5.9	10.7
CC(C#N)Sc1ncnc2sc3c(c12)CCC3 (stereo not drawn)	-14.7	-20.7	-9.2	1.6	-17.8	-0.1	-1.2	16.8	-1.1	28.5	6.6
O=C(O)CCn1c(SCCOc2ccccc2F)nc2ccccc21	-2.5	-7.8	-10.3	/	4.2	-0.1	2.0	-36.0	-3.3	-1.7	-21.4
CCc1ccc(N=C2NC(=O)/C(=C/c3cc(OC)c(OC)c(OC)c3)S2)cc1	-5.7	20.8	1.8	1.7	0.0	-0.1	-0.5	-5.3	4.0	8.6	30.5
O=C(c1cn(-c2ccccc2)nc1-c1ccc(Br)cc1)N1CCOCC1	22.3	-2.1	7.4	1.3	-22.3	-0.1	2.9	15.5	4.5	-7.9	15.9
Cc1ccc(C2NNC(=O)C2NC(=O)c2ccccc2)cc1 (stereo not drawn)	-118.6	-4.0	-34.9	-0.2	2.5	-0.3	8.1	-157.2	-25.9	6.1	-188.2
Brc1ccc(-n2c(SCc3nc4ccccc4[nH]3)nnc2-c2ccncc2)cc1	16.9	4.8	1.8	5.2	-16.0	0.5	2.7	8.4	-10.2	0.5	6.8
Cc1nnc(C)n1/N=C/c1ccc(-c2ccccc2)cc1	0.5	-13.8	-0.9	-2.4	-3.1	0.1	2.6	-16.7	-10.1	-0.8	-33.1
COc1ccc(NCC(=O)N/N=C(\C)c2cc3ccccc3o2)cc1	-47.3	39.1	-1.0	5.1	10.8	0.2	0.0	-53.6	13.3	2.6	-43.3
Cc1ccc2cc(C(c3nnnn3C3CCCC3)N(Cc3ccccc3)Cc3ccco3)c(=O)[nH]c2c1 (stereo not drawn)	2.5	18.6	-2.3	2.2	7.6	0.1	-1.1	-6.5	14.3	22.3	13.7
O=C(O)CSc1nc(-c2ccccc2)nc2c1oc1ccccc12	17.5	9.5	6.9	7.5	1.7	-0.2	1.1	-7.0	-1.5	-4.7	13.9
CCc1ccc(CN2CCC(Oc3ccc(C(=O)N4CCCCC4)cc3)CC2)cc1	1.8	6.1	2.8	/	-4.9	1.3	-0.2	15.7	-20.9	18.2	19.1
CCN(CC)S(=O)(=O)c1cc(Cl)ccc1OC	-14.3	-15.1	0.1	2.2	0.5	-0.3	2.0	12.2	-6.0	3.2	6.6
COCCNC(=O)C1CCC(=O)N1S(=O)(=O)c1ccc(C)cc1 (stereo not drawn)	-6.0	-19.0	-4.4	1.0	-2.8	-0.1	-0.6	15.4	-3.5	0.7	16.7
CN(CCc1cn[nH]c1)Cc1nc(C(c2ccccc2)c2ccccc2)no1	-6.9	9.9	6.1	2.4	-2.3	-1.2	-0.9	11.2	-14.1	3.7	16.5
CCOC(=O)CCC(NC(=O)c1ccc(NCN2C(=O)CCC2=O)cc1)C(=O)OCC (stereo not drawn)	4.1	12.6	1.4	-1.1	-5.9	0.0	-1.6	-34.8	-0.4	9.2	-1.7
Cc1ccccc1OCC(=O)NCCC(=O)O	22.1	9.0	1.6	1.1	8.2	-0.3	1.2	16.0	-3.4	4.4	6.7
CC(=O)N1CCN(c2ccnc3cc(Cl)ccc23)CC1	-8.3	16.3	-11.7	3.7	2.6	0.0	-0.6	24.2	6.2	6.2	25.0

Outcome played no part in choosing rows; any-hit rate near 4.4%.
